# GSH bead fluor – GSH bead compound fluorescence profile; GSH beads flow cytometry, compound fluorescence 488/530 nm; active compounds read high; fluorescence (KMESF) at 10 µM; actives 0.25% (n = 190,000); in the data active means fluorescence above about 89;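 further: glutathione beads carrying GST-tagged Bcl family fusion proteins plus one bare bead set; values are compound well signal with DMSO vehicle wells as background; inactives centre near 16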
# Cdc42 wt – human Cdc42 wildtype GTP binding change, either direction; GST-Cdc42 beads, Bodipy-GTP binding, flow cytometry; actives lie on both sides; percent activity (GTP binding), % at 10 µM; actives 0.2% (n = 190,000); AID 761;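 active means percent activity GTP binding at least 20 points away from the 100% baseline, either down as inhibitor or up as activator; inconclusive means compound flagged as likely green fluorescent from well-wide comparison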;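 further: median bead fluorescence of bound Bodipy-FL-GTP at 100 nM; 0% = excess unlabeled GTP control and 100% = no compound control; below 100% means less GTP binding so inhibitor and above means activator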
# Target sequence (P60953 whole entry, looked up): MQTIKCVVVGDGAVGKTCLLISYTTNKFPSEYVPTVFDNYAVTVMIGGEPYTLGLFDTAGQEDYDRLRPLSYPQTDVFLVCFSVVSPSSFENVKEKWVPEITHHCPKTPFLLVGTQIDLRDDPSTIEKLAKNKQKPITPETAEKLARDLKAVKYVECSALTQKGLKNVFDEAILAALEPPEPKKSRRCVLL
# Avidin bead fluor – compound fluoresces at 488/530 nm on avidin beads; actives 0.38% (n = 220,000); compound fluorescence 488/530 nm, flow cytometry; active compounds read high; fluorescence (KMESF) at 10 µM; in the data active means fluorescence above about 47; further: inactives centre near 10
# Rab2 wt GTP – changes GTP binding to wildtype dog Rab2A, up or down; P61105; GST-Rab2 wt beads, Bodipy-GTP binding, flow cytometry; GTP binding activity, % at 10 µM; actives 0.19% (n = 190,000); AID 760;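 active means GTP binding activity at least 20 points away from 100%, either lowered or raised; inconclusive means signal likely due to the compound's own green fluorescence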;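 further: 0% = beads with excess unlabeled GTP and 100% = no-compound control corrected for plate trend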
# Rab7 wt GTP bind – dog Rab7 wildtype GTP binding, inhibitors and activators; GST-Rab7 beads, fluorescent GTP binding, flow cytometry; actives lie on both sides; untreated = 100%, excess cold GTP = 0%; GTP binding activity (percent of control), % at 10 µM; actives 0.055% (n = 190,000);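 active means fluorescent GTP binding to Rab7 beads changed by at least 20 points from the 100% baseline, either direction, mostly lower; inconclusive means compound itself probably fluorescent, or too few beads counted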;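 further: median green fluorescence of bound Bodipy-FL-GTP per Rab7 bead population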
# Pf gamet viab – P. falciparum stage V gametocyte viability inhibition. P. falciparum stage V gametocytes, ATP luminescence, 24 h. inhibition, % at 10.9 µM. AID 743093. actives 0.065% (n = 150,000);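 active means inhibition above the mean plus 3 SD of compounds within the control limits, set per campaign, cut at about 38% in these data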;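 further: 0% = DMSO wells and 100% = medium only without gametocytes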
# Rac1 wt GTP bind – alters GTP binding to wildtype human Rac1 | P63000 | GST-Rac1 beads, fluorescent GTP binding, flow cytometry; actives lie on both sides; 0 = cold GTP competed, 100 = untreated | GTP binding activity (% of control), % at 10 µM | actives 0.27% (n = 190,000) | AID 757;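 active means GTP binding activity at least 20 points away from the 100% control level, either lower or higher; inconclusive means compound flagged as likely green fluorescent, judged across all proteins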
# Mcl1 Bid PPI – Mcl-1/Bid interaction inhibition. Q07820. actives 0.97% (n = 220,000). AID 1021. TR-FRET Mcl-1/Bid-Dy647 peptide binding, 1536-well. inhibition, % at 21.7 µM;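 active means compounds that cut the binding signal by more than half at the single screening dose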;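 further: His-tagged Mcl-1 with europium anti-His antibody binding Bid BH3 peptide; 0% = Mcl-1 plus peptide wells and 100% = peptide-only wells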
# Target sequence (Q07820 whole entry, looked up): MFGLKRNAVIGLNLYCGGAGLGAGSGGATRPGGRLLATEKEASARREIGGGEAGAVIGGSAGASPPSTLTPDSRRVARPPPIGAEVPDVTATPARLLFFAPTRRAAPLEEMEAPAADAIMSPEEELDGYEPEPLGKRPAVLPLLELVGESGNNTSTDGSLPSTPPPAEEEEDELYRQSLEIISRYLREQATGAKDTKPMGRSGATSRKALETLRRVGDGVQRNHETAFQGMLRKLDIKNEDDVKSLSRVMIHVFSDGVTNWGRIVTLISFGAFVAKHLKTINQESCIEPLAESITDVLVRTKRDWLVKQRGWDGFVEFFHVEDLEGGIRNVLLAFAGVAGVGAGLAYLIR
# Mcl1 Noxa PPI – Mcl-1/Noxa interaction inhibition; Q07820; TR-FRET Mcl-1/Noxa peptide binding, 2 h; inhibition, % at 21.7 µM; actives 1.5% (n = 220,000);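 active means compounds that cut the protein-peptide binding signal by more than 50% relative to plate controls in a single-dose test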;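 further: His-tagged Mcl-1 with rhodamine Noxa BH3 peptide and terbium anti-His antibody; 0% = Mcl-1 plus Noxa peptide wells and 100% = peptide-only wells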
# HRas wt GTP bind – human HRas wildtype GTP binding, change in either direction. GST-Ras wt beads, Bodipy-FL-GTP binding, flow cytometry; actives lie on both sides. GTP binding activity, % at 10 µM. actives 0.14% (n = 190,000);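 active means GTP binding activity at least 20% away from the 100% baseline, either lowered as inhibitor or raised as activator; inconclusive means flagged as likely green fluorescent, judged across all proteins in the well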;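 further: 0% = unlabeled GTP competition control and 100% = no-compound control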
# Target sequence (P01112 whole entry, looked up): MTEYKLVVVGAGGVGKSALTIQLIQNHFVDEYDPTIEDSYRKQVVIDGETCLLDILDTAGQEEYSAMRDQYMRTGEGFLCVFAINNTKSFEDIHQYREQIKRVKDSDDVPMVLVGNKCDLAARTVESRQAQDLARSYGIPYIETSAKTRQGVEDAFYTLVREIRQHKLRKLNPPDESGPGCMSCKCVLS
# Rac1 mut GTP – modulators of GTP binding to human Rac1 activated mutant. P63000. GST-Rac1 activated beads, fluorescent GTP binding, flow cytometry; actives lie on both sides; 100% means binding = to untreated wells. percent activity (GTP binding), % at 10 µM. actives 0.11% (n = 190,000). AID 764;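 active means GTP binding at least 20 percentage points away from the 100% baseline, in either direction, so actives lie on both sides; inconclusive means Compound likely fluorescent itself, or too few beads counted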
# * = called active by the depositor; u = inconclusive; x = no result given. This is a random part of the collection. Share with any hit: about 3%.
# Start of the listing, in advance, 2 compounds:
SMILES,GSH bead fluor,Cdc42 wt,Avidin bead fluor,Rab2 wt GTP,Rab7 wt GTP bind,Pf gamet viab,Rac1 wt GTP bind,Mcl1 Bid PPI,Mcl1 Noxa PPI,HRas wt GTP bind,Rac1 mut GTP
COc1ccc(CNc2ccc(Br)cc2)cc1,13,101,9,97,95,8,99,-22,10,98,96
CCSc1nnc(N(CCC(=O)O)CCC(=O)O)s1,20,104,32,101,100,x,109,3,22,101,99

# The whole of this part, previewed entries included:
SMILES,GSH bead fluor,Cdc42 wt,Avidin bead fluor,Rab2 wt GTP,Rab7 wt GTP bind,Pf gamet viab,Rac1 wt GTP bind,Mcl1 Bid PPI,Mcl1 Noxa PPI,HRas wt GTP bind,Rac1 mut GTP
COc1ccc(CNc2ccc(Br)cc2)cc1,13,101,9,97,95,8,99,-22,10,98,96
CCSc1nnc(N(CCC(=O)O)CCC(=O)O)s1,20,104,32,101,100,x,109,3,22,101,99
COc1ccc(NC(=O)CCC(=O)N(Cc2ccc(OC)c(OC)c2)c2nccs2)c(OC)c1,13,95,8,93,97,8,100,-42,13,95,96
Cc1cc(C)nc(NC(=O)c2cccc([N+](=O)[O-])c2C)n1,25,103,13,103,99,x,100,5,12,102,101
Cc1ccc(CSCC(=O)Nc2ccccc2F)cc1,10,91,8,94,96,3,94,-22,-7,93,94
Cc1c(OCc2nn[nH]n2)ccc2c(-c3ccccc3)cc(=O)oc12,26,95,24,93,98,x,97,-16,11,94,95
CCCc1ccc(-c2c(C)sc(NC(=O)c3ccnn3C)c2C#N)cc1,12,98,11,98,98,x,98,2,17,99,98
O=C(Nc1cc(S(=O)(=O)N2CCOCC2)ccc1N1CCOCC1)C1CCCO1 (centres undefined),72,101,16,100,110,22,101,-10,1,100,97
Cc1c(C(=O)O)cccc1-n1c(C)cc(C=O)c1C,15,100,13,98,97,10,98,-33,-6,97,94
S=c1nc(-c2cccc(Cl)c2)[nH][nH]1,14,95,7,100,104,7,101,-28,35,97,94
Nc1nc(-c2ccco2)nn1C(=O)c1cccnc1,23,96,33,98,97,18,98,-4,5,99,99
O=Cc1ccc(Sc2nnc(-c3ccccc3)o2)c([N+](=O)[O-])c1,48,97,6,95,99,x,101,-32,16,99,89
CNC(=O)C1(C)C=CCN1C(=O)c1ccccc1 (centres undefined),16,104,10,100,99,22,104,-11,1,102,99
Cc1cccc(N=c2oc3cc(O)ccc3cc2C(N)=O)c1,26,100,11,98,97,-17,99,-43,15,100,97
Cc1cccc(/C=N/n2c(C)nnc2C)c1,19,107,7,106,105,-17,103,0,1,106,100

# Grouped by structure, those above containing a halogen.
SMILES,GSH bead fluor,Cdc42 wt,Avidin bead fluor,Rab2 wt GTP,Rab7 wt GTP bind,Pf gamet viab,Rac1 wt GTP bind,Mcl1 Bid PPI,Mcl1 Noxa PPI,HRas wt GTP bind,Rac1 mut GTP
COc1ccc(CNc2ccc(Br)cc2)cc1,13,101,9,97,95,8,99,-22,10,98,96
Cc1ccc(CSCC(=O)Nc2ccccc2F)cc1,10,91,8,94,96,3,94,-22,-7,93,94
S=c1nc(-c2cccc(Cl)c2)[nH][nH]1,14,95,7,100,104,7,101,-28,35,97,94

# The listing picks up, starting two compounds before the break.
SMILES,GSH bead fluor,Cdc42 wt,Avidin bead fluor,Rab2 wt GTP,Rab7 wt GTP bind,Pf gamet viab,Rac1 wt GTP bind,Mcl1 Bid PPI,Mcl1 Noxa PPI,HRas wt GTP bind,Rac1 mut GTP
Cc1cccc(N=c2oc3cc(O)ccc3cc2C(N)=O)c1,26,100,11,98,97,-17,99,-43,15,100,97
Cc1cccc(/C=N/n2c(C)nnc2C)c1,19,107,7,106,105,-17,103,0,1,106,100
N#CCCN(C(=S)NC(=O)c1ccco1)c1ccccc1F,24,96,20,96,102,x,94,-24,16,97,96
CC(Cn1nnc2ccccc21)C(=O)O (centres undefined),17,96,5,99,103,x,96,-23,-7,98,97
C=CCc1cccc(/C=N/c2ncn[nH]2)c1O,32,103,12,99,98,x,104,-6,4,100,100
CCOC(=O)C(C)Oc1ccccc1C1NC(=O)NC(C)=C1C(=O)Nc1ccc(C)c(C)c1 (centres undefined),34,101,18,100,103,x,105,-21,2,100,96
CC12C(=O)N(c3ccccc3C(=O)O)C(=O)C1C1C=CC2C1 (centres undefined),30,103,30,101,97,x,105,5,12,98,98
CCOC(=O)c1cnc2c(-c3cccc(Br)c3)cnn2c1C,20,101,13,99,103,x,100,3,-7,102,98
CN(C)CCNC(=S)Nc1ccccc1C(C)(C)C,10,100,11,97,98,x,98,-51,8,99,99
O=c1[nH]n2c(C(F)(F)F)cc(C3CC3)nc2c1N=Nc1ccccc1,11,96,11,95,96,-7,98,-1,-1,93,91
CCOC(=O)CCP(=O)(O)C(O)c1ccc(OC)cc1 (centres undefined),27,102,11,101,99,x,106,7,14,102,101
COc1ccc(C(=O)OCC(=O)NCC2CCCO2)cc1S(=O)(=O)N1CCCc2ccccc21 (centres undefined),14,95,9,95,92,-11,94,-22,7,95,95
CCOC(=O)c1sc2ccccc2c1OC(=O)c1ccccc1OC,10,101,5,101,95,x,101,-33,-27,100,99
O=C(NCCO)Nc1ccc2nsnc2c1,13,97,13,96,93,-7,96,5,-13,94,94
Cc1cccc(Cn2cnc3c(nnn3Cc3ccc(Cl)cc3)c2=O)c1,10,103,24,99,98,-22,105,2,-10,101,100
CSCCC1NC(=O)N(CC(=O)Nc2c(C(C)C)cccc2C(C)C)C1=O (centres undefined),13,97,12,97,95,x,96,-27,-9,97,96
CC(C)(C)NC(=O)C(=O)NN=C1CCCCCCCCCCC1,19,99,6,101,107,x,103,-13,12,100,95
COC(=O)N(C)c1ccccc1C(=O)N1CCOCC1,16,98,10,100,99,-31,100,-22,-8,98,98
COc1ccc(/C=C(\NC(=O)c2ccccc2)C(=O)N/N=C/c2sccc2C)cc1,10,100,22,95,99,-1,101,6,7,97,98
Cc1cc(=O)[nH]c(NN=C(CC(C)C)CC(C)C)n1,10,99,6,94,96,32,99,-41,11,98,96
Cc1noc(C)c1COC(=O)CCc1ccc(S(=O)(=O)N2CCCCC2)cc1,47,96,10,97,99,x,99,-5,-2,99,95
N#CCCCN1C(=O)C(=C(C#N)C#N)c2ccccc21,13,101,10,101,105,23,102,-9,5,102,99
Fc1ccc(C2CC(c3ccc(F)cc3)n3ncnc3N2)cc1 (centres undefined),38,97,7,99,99,-52,100,3,3,98,98
CCCN1C(=O)/C(=c2\s/c(=C3\C=Cc4ccccc4N3CC)c(=O)n2-c2ccccc2)SC1=S,13,99,14,98,94,x,101,-26,0,98,97
Cc1cc(N2CCC(C(=O)NCC3CC3)CC2)nc(-c2ccccc2)n1,36,97,6,97,98,x,96,-6,25,98,94
CC(C)[C@H](NC(=O)C1(c2ccccc2)CCN(C(=O)OC(C)(C)C)CC1)C(=O)O,54,100,7,100,104,-23,103,11,12,102,99
C=CCN(CC=C)Cc1nc(N)nc(Nc2ccccc2C)n1,27,97,24,98,101,-15,97,-34,-38,99,96
O=C(CCC1CCCN(C(=O)c2ccsc2)C1)NCc1ccc(F)c(F)c1 (centres undefined),12,100,8,98,98,-12,100,-4,-34,97,95
O=[N+]([O-])c1cccc(-c2nnc(CNC3CC3)o2)c1,16,93,9,97,103,-31,95,-24,-4,95,94
O=C(CN1CCSCC1)N/N=C/c1ccc(Cl)cc1,15,100,13,96,95,x,96,19,13,96,95
Cc1cc(C)c2cc(CN(CCN(C)C)C(=O)Nc3ccccc3Cl)c(=O)[nH]c2c1,11,96,12,98,95,2,99,-12,6,98,99
Clc1ccc(N2CCOCC2)nn1,11,101,11,102,99,x,100,7,-10,99,99
Cc1ccccc1C(=O)NNC(=O)c1ccoc1C,10,98,8,100,100,x,98,-13,-4,100,95
COc1ccccc1/C=C(/CC(=O)NCc1ccccc1)c1nc2ccccc2s1,11,106,16,99,103,x,103,-4,-14,100,98
O=C(Oc1cccc([N+](=O)[O-])c1)N1CCCCC1,13,96,12,95,94,-6,98,-40,9,98,97
COc1ccc(-n2c(=O)[nH]cc(C(=O)N3CCCc4ccccc43)c2=O)cc1,15,101,9,100,102,-39,106,-14,14,100,97
CCOC(=O)C1(CCOC)CCN(Cc2nc(C(C)C)cs2)CC1,9,95,9,96,103,4,100,-6,7,98,95
Cc1sc(NC(=O)CSc2nnc3scc(-c4ccccc4)n23)c(C#N)c1C,9,98,8,98,102,x,100,-61,-45,98,98
Cc1cc(-n2c(C)cc(C(=O)CN3C(=O)NC4(CCCCCC4)C3=O)c2C)no1,10,103,10,103,103,x,109,-34,8,104,103
O=C(Nc1cccc2ccccc12)/C(=C/c1ccc([N+](=O)[O-])cc1)NC(=O)c1ccccc1,8,94,10,92,91,0,94,-7,0,93,95
CCN(CC)S(=O)(=O)c1ccc2nc(NC(=O)c3ccco3)sc2c1,16,96,5,94,94,-14,99,7,-2,94,94
CCCNCc1cc(OCC)c(OCC(=O)Nc2ccccc2)cc1Br,13,96,24,100,102,9,102,-19,-2,100,97
O=S(=O)(c1ccc(C2CCCCC2)cc1)N1CCCC1,35,102,14,102,103,-15,109,-11,-31,105,99
COc1ccc(OCC(=O)Nc2ccc(S(=O)(=O)N3CCOCC3)cc2)cc1,14,100,4,95,92,x,104,0,-7,98,100
Cc1ccccc1C(=O)NNC(=S)NC(=O)COc1ccccc1,20,97,11,100,94,x,95,-96,-84,100,97
COc1ccc(CCCc2nnc(SCC(=O)N/N=C\c3ccc(O)c(OC)c3)o2)cc1C,8,u,18,u,u,-11,u,-33,23,u,u
